Screening results from PubChem.
NOD1 inhibition = NOD1 signaling inhibitors, primary screen, cell-based, luminescence, uHTS (AID 1578); hit rate 1% among 290,000; one-dose inhibition, % at 4 µM; EC50 in µM for titrated hits; NOD1-driven NF-kB luciferase reporter cells, luminescence; higher % means a stronger effect; in the data active means inhibition mostly above about 36%, no sharp cut-off; inactive means mostly below about 34%;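 further: HEK-293T reporter cells stimulated with the NOD1 agonist gamma-tri-DAP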
KOR beta-arrestin-1 = kappa opioid receptor activators – cell-based, luminescence, uHTS, primary screen (AID 1777). activation, % at 10 µM, or EC50 in µM where a hit was titrated. hit rate 0.02% among 280,000. KOR beta-arrestin recruitment, luminescence; higher % means a stronger effect; in the data active means activation above about 50%, passing the limit was not always enough; further: a part of the inactive calls stands beside numbers as strong as those of hits
KOR beta-arrestin-2 = kappa opioid receptor blockers – cell-based, luminescence, uHTS (AID 1778); KOR beta-arrestin recruitment, luminescence, antagonist mode; higher % means a stronger effect; one-dose inhibition, % at 10 µM; IC50 in µM for titrated hits; hit rate 0.091% among 290,000; further: strong numbers were not always called active
TNAP activators = human TNAP enzyme activators, primary screen, biochemical, luminescent, no phosphate acceptor, uHTS (AID 1001) | purified TNAP, luminescent activation assay, no phosphate acceptor; higher activation fold means a stronger effect | activation fold at 20 µM, or EC50 in µM where a hit was titrated | hit rate 0.03% among 200,000; in the data active means activation fold from about 3, or a potency from the dose series; inactive means the rest, 99 in 100 with activation fold below about 1.6; further: many of its hits are not listed in these tables
PMI inhibition = human PMI inhibitors, high substrate, primary screen, biochemical, fluorescence intensity, high mannose 6-phosphate (AID 1220); recombinant PMI enzyme, coupled fluorescence intensity; higher % means a stronger effect; inhibition, % at 20 µM, or IC50 in µM where a hit was titrated; hit rate 0.66% among 190,000
XIAP displacement = XIAP antagonists, biochemical, IAP family, fluorescence polarization (AID 1018); XIAP BIR domain, fluorescence polarization peptide displacement; higher % means a stronger effect; displacement, % at 20 µM, or IC50 in µM where a hit was titrated; hit rate 0.007% among 200,000; in the data active means displacement above about 50%; further: a part of the inactive calls stands beside numbers as strong as those of hits
PMI inhibitors = inhibitors of human PMI, primary screen, biochemical, fluorescence intensity, coupled assay (AID 1209) | inhibition, % at 20 µM; hits with a dose series show IC50 in µM | purified PMI enzyme, coupled fluorescence intensity; higher % means a stronger effect | hit rate 0.42% among 190,000;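 further: plate controls were DMSO vehicle for no effect and wells lacking substrate for full effect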
LYP inhibition = inhibitors of LYP phosphatase, biochemical, fluorescence intensity, uHTS (AID 1779) | recombinant LYP phosphatase, fluorescence intensity; higher % means a stronger effect | inhibition, % at 11.5 µM; hits with a dose series show IC50 in µM | hit rate 0.054% among 290,000;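 further: plate controls were vehicle with enzyme for no effect and no enzyme for full effect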
HEK293 NOD2/NF-kB = NOD2 signaling inhibitors, cell-based, luminescence, uHTS, HEK293 (AID 1566) | inhibition, % at 4 µM; hits with a dose series show EC50 in µM | hit rate 0.63% among 290,000 | HEK293 NOD2/NF-kB luciferase reporter, luminescence; higher % means a stronger effect; further: many of its hits are not listed in these tables
Numbers without * were called inactive; . = no result given; [ ] = dose if it differs, or a comment. Unless noted, no stated cut-off is given here; in the data, active means inhibition above about 50%; inactive means the rest. An excerpt; count on the stated rates, not on these rows.

no. | NOD1 inhibition | KOR beta-arrestin-1 | KOR beta-arrestin-2 | TNAP activators | PMI inhibition | XIAP displacement | PMI inhibitors | LYP inhibition | HEK293 NOD2/NF-kB | Compound
1 | 45.2% | 4.1% | -56.0% | 0.8 | -20.0% | -12.5% | -6.7% | -9.3% | 6.4% | COC(=O)c1ccccc1SC1CC(=O)N(c2ccccc2)C1=O (configuration not stated)
2 | -19.5% | . | -9.2%[20 µM] | 1 | 6.2% | -6.7% | 5.6% | -6.2% | 8.9% | Cc1c([N+](=O)[O-])cc(C(=O)Oc2cccc(C(=S)N3CCOCC3)c2)cc1[N+](=O)[O-]
3 | 14.0% | 3.6% | -3.2% | 1 | 9.0% | -4.2% | 10.7% | 0.2% | 14.6% | Cc1nnc(Sc2c(-c3ccccc3)c3ccc(Cl)cc3[nH]c2=O)s1
4 | -0.6% | -5.4% | 16.0% | 1.1 | 8.9% | -2.7% | 12.4% | -7.5% | 10.4% | Cc1cccc(OCCCC(=O)O)c1C
5 | -18.5% | -2.5% | 4.8% | 1 | 12.9% | -2.9% | 12.3% | -2.9% | -35.9% | CCOC(=O)c1sc(-c2ccc(F)cc2)cc1N
6 | -12.1% | -3.2% | 30.3% | 1.2 | 4.5% | -5.0% | 3.7% | -3.5% | 1.5% | Cc1csc(OCc2ccc(C#N)cc2)n1
7 | -22.0% | 0.5% | 7.1% | . | . | . | . | -5.3% | 5.8% | O=C(c1nc2ccc(Cl)cn2c1CN1CCC[C@H]1CO)N1CCCCCCC1
8 | -19.7% | 13.4% | -22.8% | 1 | 14.5% | -1.2% | 1.1% | 6.7% | -16.2% | O=C1N/C(=C/c2ccc(N3CCCC3)cc2)C(=O)N1c1ccccc1
9 | -27.8% | 0.9% | -5.0% | . | . | . | . | -8.7% | 16.5% | Cc1ccc(S(=O)(=O)N2CCCCC2)cc1C(=O)NCCc1ccccc1
10 | -11.0% | 1.4% | 30.5% | 1 | 4.6% | -2.9% | 13.4% | -2.0% | -4.3% | O=C(NCc1cccs1)c1cc(-c2ccccc2)nc2ccccc12
11 | 18.8% | 1.3% | -22.2%[20 µM] | . | . | . | . | -11.6% | 6.1% | COc1ccc(CCNC(=O)C2CCCN(S(C)(=O)=O)C2)cc1 (configuration not stated)
12 | -9.3% | 2.7% | -18.2% | 1 | -15.4% | 0.8% | -7.9% | 0.2% | 4.6% | O=S(=O)(Nc1ccc(C(F)(F)F)cc1)c1cnc[nH]1
13 | -6.3% | -1.5% | 8.9% | 1.1 | -3.8% | -7.0% | 6.4% | -1.1% | 4.3% | O=c1[nH]c(SCc2nc3ccccc3c(=O)n2-c2ccccc2C(F)(F)F)nc2ccccc12
14 | 4.7% | 14.7% | -34.1% | 1.1 | 3.2% | 0.6% | 4.0% | -2.7% | 13.0% | CCOC(=O)c1c(C)c(C#N)c2c3ccccc3ccn12
15 | -18.5% | -1.2% | 20.4% | 1.1 | 2.5% | -1.3% | 2.6% | -5.1% | -8.4% | CCCC(=O)N1CCN(c2ccc(NC(=O)c3ccccc3)cc2)CC1

3 compounds picked at random from the list so far:
no. | NOD1 inhibition | KOR beta-arrestin-1 | KOR beta-arrestin-2 | TNAP activators | PMI inhibition | XIAP displacement | PMI inhibitors | LYP inhibition | HEK293 NOD2/NF-kB | Compound
15 | -18.5% | -1.2% | 20.4% | 1.1 | 2.5% | -1.3% | 2.6% | -5.1% | -8.4% | CCCC(=O)N1CCN(c2ccc(NC(=O)c3ccccc3)cc2)CC1
8 | -19.7% | 13.4% | -22.8% | 1 | 14.5% | -1.2% | 1.1% | 6.7% | -16.2% | O=C1N/C(=C/c2ccc(N3CCCC3)cc2)C(=O)N1c1ccccc1
14 | 4.7% | 14.7% | -34.1% | 1.1 | 3.2% | 0.6% | 4.0% | -2.7% | 13.0% | CCOC(=O)c1c(C)c(C#N)c2c3ccccc3ccn12

Copied from the list.
Reading of cpd 4 in PMI inhibitors: 12.4%
Reading of cpd 2 in HEK293 NOD2/NF-kB: 8.9%
Reading of cpd 8 in LYP inhibition: 6.7%

The listing continues:
no. | NOD1 inhibition | KOR beta-arrestin-1 | KOR beta-arrestin-2 | TNAP activators | PMI inhibition | XIAP displacement | PMI inhibitors | LYP inhibition | HEK293 NOD2/NF-kB | Compound
16 | -35.4% | -0.2% | -13.8% | . | . | . | . | -5.8% | -3.7% | COc1ccccc1C1CC(c2ccc(NS(C)(=O)=O)cc2)=NN1S(=O)(=O)c1ccccc1 (configuration not stated)
17 | -5.0% | -3.1% | 11.2% | . | . | . | . | -7.9% | -3.3% | Cc1ccc(S(=O)(=O)c2ncccc2N)cc1
18 | -34.4% | -4.7% | 5.0% | 1.1 | -9.4% | -1.6% | -8.6% | -6.6% | 4.7% | NC(=O)C(Cc1ccccc1)N1C(=O)c2ccccc2C1=O (configuration not stated)
19 | -36.4% | . | -7.6%[20 µM] | 1.1 | 0.6% | -4.1% | -0.5% | -5.6% | -33.5% | CCc1ccc(NC(=O)C(=O)NCc2ccccn2)cc1
20 | 20.2% | 3.4% | -0.3% | 1 | 11.8% | -5.4% | 6.4% | -6.1% | 4.2% | COC(=O)N/N=C(\C)c1ccco1
21 | 23.3% | -2.4% | -8.5% | 1.1 | 5.5% | -4.7% | 12.2% | -2.5% | 15.3% | COCCCn1c(SCc2cccc(C(F)(F)F)c2)nc2cc(OC)c(OC)cc2c1=N
22 | -4.8% | 3.0% | -4.1% | . | . | . | . | -11.1% | -11.9% | CC(C)N(CC#CC(O)(c1ccccc1)c1ccccc1)C(C)C
23 | -19.6% | 2.1% | -19.4% | . | . | . | . | -7.7% | 2.6% | CCOC(=O)c1c(C)[nH]c(C)c1S(=O)(=O)N(C)CC(=O)NCc1cccc(Br)c1
24 | -24.4% | 1.6% | 2.1% | 1.1 | 1.9% | 0.0% | 7.5% | 0.2% | 18.3% | CN(C)S(=O)(=O)c1ccc(NC(=O)CN2CCC(Cc3ccccc3)CC2)cc1
25 | -17.6% | 0.6% | -0.3% | 1.1 | -7.0% | -4.6% | -8.3% | -8.7% | 11.4% | Cc1cc(C(F)F)nn1CC(=O)NC1C(=O)N2C(C(=O)O)=C(CSc3nnnn3C)CSC12 (configuration not stated)
26 | 9.9% | -5.8% | -37.8% | 1 | 9.2% | -3.8% | 13.1% | -4.7% | 0.0% | CNc1nc(C)c(C#N)c(-c2ccccc2)c1C(C)=O
27 | 11.6% | . | -22.5%[20 µM] | 1 | . | -9.8% | . | -5.8% | 13.0% | Cc1ccc(CN2CCN(Cc3ccc4ncccc4c3)CC2CCO)cc1 (configuration not stated)
28 | 4.1% | 9.0% | -13.1% | 1.2 | -17.9% | -8.4% | -15.9% | -1.5% | -141.3% | Cc1nn(-c2ccccc2)c(Cl)c1/C=N/Nc1ccc(Cl)c(C(=O)O)c1
29 | -4.4% | 0.7% | -4.7% | 1 | 12.9% | -5.2% | 7.2% | -1.1% | -2.4% | N=C1/C(=C\c2ccc(SCc3ccco3)o2)C(=O)N=C2SC=NN12
30 | -6.6% | -2.8% | -3.5%[20 µM] | . | . | . | . | -10.8% | 3.0% | O=S(=O)(c1ccccc1)N1CCN(Cc2ccccc2)CC1
31 | 32.1% | 0.6% | 16.7% | . | . | . | . | -8.0% | 3.4% | O=C(Nc1cccc(F)c1)C1CCCN(S(=O)(=O)c2ccc(-n3cnnn3)cc2)C1 (configuration not stated)
32 | -19.2% | 1.6% | -107.3% | 1 | 64.0%* | -7.2% | 28.7% | 0.2% | -5.8% | Cn1ncc(N=Cc2c(O)ccc3ccccc23)c1C(=O)Nc1cccc(Cl)c1
33 | -11.2% | -2.2% | 7.1%[20 µM] | . | . | . | . | -2.5% | 9.5% | COC(=O)c1cc(S(=O)(=O)NCCc2ccccc2)c[nH]1
34 | -11.7% | 1.0% | -12.9% | 1.1 | 6.3% | -7.2% | 2.6% | -0.6% | -1.4% | CC1(C)NC(=O)N(CCOc2cccc(Oc3ccccc3)c2)C1=O
35 | -21.7% | -2.2% | -12.6% | . | . | . | . | -10.5% | -0.5% | Cc1ccc(CNS(=O)(=O)c2ccc(CN3C(=O)c4cccnc4C3=O)s2)o1
36 | -14.0% | -2.7% | 15.7% | 1.1 | 9.3% | -1.6% | 10.5% | -8.7% | -0.6% | CN(Cc1ccccc1)S(=O)(=O)c1ccc(NS(C)(=O)=O)cc1
37 | 4.6% | 0.9% | -12.6% | 1.1 | -1.9% | -7.9% | 5.8% | -6.2% | 4.9% | O=c1[nH]c(C2CCCN(S(=O)(=O)c3ccccc3)C2)nc2c1nnn2Cc1ccccc1 (configuration not stated)
38 | -34.7% | -5.8% | 21.1% | 1.1 | 0.7% | -3.3% | 2.8% | -1.8% | 7.8% | COC(=O)CN(c1ccc(OCc2ccccc2)cc1)S(C)(=O)=O
39 | -18.1% | -3.6% | 14.4% | 1.2 | 11.2% | -3.2% | 10.7% | -4.3% | 5.8% | CCOC(=O)COc1ccc(S(=O)(=O)N2CCN(c3ccc(F)cc3)CC2)cc1
40 | -8.8% | 4.9% | -6.2% | . | . | . | . | -12.3% | -15.6% | OC1(c2ccc(Cl)c(Cl)c2)C[n+]2ccccc2N1Cc1ccccc1 (configuration not stated)
41 | -21.0% | -8.4% | 4.0% | 1.1 | 5.4% | -3.8% | 3.5% | -3.5% | -4.1% | CC(=O)Nc1ccc(S(=O)(=O)NC(C(=O)O)C2=CCC=CC2)cc1 (configuration not stated)
42 | 6.2% | -1.4% | 17.3% | 1.1 | 4.7% | -1.0% | 1.8% | -4.7% | 17.3% | CCCCS(=O)(=O)/C=C\C1C2C=CC(C2)C1S(=O)(=O)CCCC (configuration not stated)
43 | -50.6% | -1.8% | -15.4% | 1.3 | 8.7% | -3.3% | 17.9% | 7.5% | -20.1% | CCN(CCNC(=O)C1CCN(Cc2nc(-c3ccc(Cl)cc3)oc2C)CC1)c1ccccc1
44 | -4.0% | 2.6% | -8.1% | 1 | -8.4% | -0.2% | -11.4% | 3.9% | -11.3% | Cc1nc2ccccc2c(=O)n1/N=C/c1c(O)ccc2oc3c(c12)CCCC3
45 | 27.4% | -4.1% | 25.1% | 1 | -3.7% | -7.0% | -16.3% | -3.7% | 6.3% | CC1=NN(c2ccccc2)C(=O)C1/C=C1\NC(=S)NC1=O (configuration not stated)

Sorted by molar mass (falling): 3 of the compounds above
no. | NOD1 inhibition | KOR beta-arrestin-1 | KOR beta-arrestin-2 | TNAP activators | PMI inhibition | XIAP displacement | PMI inhibitors | LYP inhibition | HEK293 NOD2/NF-kB | Compound
40 | -8.8% | 4.9% | -6.2% | . | . | . | . | -12.3% | -15.6% | OC1(c2ccc(Cl)c(Cl)c2)C[n+]2ccccc2N1Cc1ccccc1 (configuration not stated)
41 | -21.0% | -8.4% | 4.0% | 1.1 | 5.4% | -3.8% | 3.5% | -3.5% | -4.1% | CC(=O)Nc1ccc(S(=O)(=O)NC(C(=O)O)C2=CCC=CC2)cc1 (configuration not stated)
45 | 27.4% | -4.1% | 25.1% | 1 | -3.7% | -7.0% | -16.3% | -3.7% | 6.3% | CC1=NN(c2ccccc2)C(=O)C1/C=C1\NC(=S)NC1=O (configuration not stated)

Entries by screen from the list:
PMI inhibitors, compounds 32–43 → 28.7%, ., 2.6%, ., 10.5%, 5.8%, 2.8%, 10.7%, ., 3.5%, 1.8%, 17.9%
